T cruzi intra = inhibitors of intracellular Trypanosoma cruzi, primary screen, cell-based, plate reader, single point, set 2; activity score (inhibition), % at 5.01 µM; hit rate 4.9% among 22,000; intracellular Trypanosoma cruzi in host cells; in the data active means activity score above about 55%; inconclusive means no clear call, values can overlap the other calls;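 further: parasites and compound incubated about four days before reading; 0% = median of neutral control wells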
INS-1E rescue = protection of INS-1E cells from cytokine death, primary screen, ATP luminescence, single point; INS-1E cytokine-induced death, 48 h; normalised: neutral wells 0, positive control 100; protection from cytokine-induced ATP loss, % at 10 µM; hit rate 0.1% among 20,000; AID 488910, 2010;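 active means mean replicate protection from cytokine-induced ATP loss at least 50% and at least 75% of replicates each reaching 50%; inconclusive means meets only one of the two criteria, mean or replicate share; inactive means fails both the mean and replicate share criteria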
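Material: INS-1E rat cells; Quantity: 8000 cells/well; Buffer or medium: phenol-red-free RPMI with 5% fetal bovine serum; Probe or stimulus: cytokine cocktail of IFN-γ, TNF-α and IL-1β; Compound dosing: single test concentration per compound, delivered by pin transfer; Incubation: 48 h co-treatment, 10 min post-lysis read; Signal: CellTiter-Glo luminescence.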
Active calls of the source: *; ? = inconclusive; . = not tested or not shown.

SMILES	T cruzi intra	INS-1E rescue
C[C@H](CO)N1C[C@H](C)[C@H](CN(C)C(=O)Nc2ccc(F)cc2)Oc2c(NC(=O)CCCCCC(=O)Nc3ccccc3N)cccc2C1=O	19	-4
O=C(CCCCCC(=O)N/N=C/c1c[nH]c2ccccc12)NO	-1	91*
C[C@H]1CN([C@@H](C)CO)C(=O)Cc2cc(NC(=O)Nc3cccc4ccccc34)ccc2O[C@@H]1CN(C)S(=O)(=O)c1ccc(Cl)cc1	-48	10
C[C@@H]1CN([C@@H](C)CO)C(=O)CCCn2nncc2CO[C@H]1CN(C)S(=O)(=O)c1ccccc1F	-10	2
COc1ccc(S(=O)(=O)Nc2cccc3c2O[C@H](CN(C)C(=O)Nc2ccccc2)[C@H](C)CN([C@@H](C)CO)C3=O)cc1	3	0
Cc1ccc(S(=O)(=O)Nc2cccc3c2O[C@@H](CN(C)C(=O)NC(C)C)[C@@H](C)CN([C@H](C)CO)C3=O)cc1	12	6
C[C@@H]1CN([C@@H](C)CO)C(=O)c2cccc(NS(C)(=O)=O)c2O[C@H]1CN(C)C(=O)Nc1ccc(F)cc1	-25	13
C[C@H]1CN([C@@H](C)CO)C(=O)Cc2cc(NC(=O)Nc3ccc4c(c3)OCO4)ccc2O[C@H]1CN(C)Cc1ccc(Cl)c(Cl)c1	63*	-6
C[C@H](CO)N1C[C@H](C)[C@H](CN(C)Cc2ccc(-c3ccccc3)cc2)Oc2c(NC(=O)C3CCCCC3)cccc2C1=O	25	-33
Cc1noc(C)c1NC(=O)Nc1cccc2c1O[C@@H](CN(C)S(=O)(=O)c1ccccc1)[C@@H](C)CN([C@H](C)CO)C2=O	-8	6
C[C@H](CO)N1C[C@H](C)[C@H](CN(C)C(=O)Nc2ccc(F)cc2)Oc2c(NC(=O)C3CC3)cccc2C1=O	-9	8
C[C@H]1CN([C@@H](C)CO)C(=O)c2cccc(NC(=O)NC3CCCCC3)c2O[C@H]1CN(C)Cc1ccc(Cl)c(Cl)c1	-2	-14
C[C@@H]1CN([C@H](C)CO)C(=O)c2cc(NC(=O)CCCN(C)C)ccc2O[C@H]1CN(C)C(=O)Nc1ccc2c(c1)OCO2	15	8
C[C@@H]1CN([C@H](C)CO)C(=O)c2cccc(NC(=O)C3CCOCC3)c2O[C@H]1CN(C)C(=O)Nc1ccccc1	-14	9
C[C@@H]1CN([C@H](C)CO)C(=O)Cc2cc(NC(=O)C3CCCCC3)ccc2O[C@@H]1CN(C)Cc1ccc(C(=O)O)cc1	-28	13
C[C@H](CO)N1C[C@H](C)[C@@H](CN(C)C(=O)Nc2ccc(C(F)(F)F)cc2)Oc2c(NC(=O)c3ccncc3)cccc2C1=O	15	11
C[C@@H]1CN([C@@H](C)CO)C(=O)c2cc(NS(=O)(=O)c3ccc(F)cc3)ccc2O[C@@H]1CN(C)C(=O)Nc1ccccc1	1	2
C[C@@H]1CN([C@H](C)CO)C(=O)c2cc(NC(=O)NC3CCCCC3)ccc2O[C@@H]1CN(C)C(=O)Nc1ccc2c(c1)OCO2	5	1
C[C@H](CO)N1C[C@H](C)[C@H](CN(C)S(=O)(=O)c2cn(C)cn2)Oc2ccc(NC(=O)C3CCCCC3)cc2C1=O	-13	2
C[C@H]1CN([C@@H](C)CO)C(=O)c2cc(NC(=O)CCN3CCOCC3)ccc2O[C@@H]1CN(C)Cc1ccccc1	5	-1
COc1ccc(S(=O)(=O)N(C)C[C@@H]2Oc3ccc(NC(=O)Cc4ccccc4)cc3CC(=O)N([C@@H](C)CO)C[C@@H]2C)cc1	12	-6
C[C@@H]1CN([C@@H](C)CO)C(=O)c2cc(NC(=O)CCC(F)(F)F)ccc2O[C@H]1CN(C)CC1CC1	-27	1
COc1ccc(S(=O)(=O)N(C)C[C@@H]2OCCCC[C@@H](C)Oc3ccc(NC(=O)CCC(F)(F)F)cc3C(=O)N([C@H](C)CO)C[C@@H]2C)cc1	-6	0
C[C@H]1CN([C@@H](C)CO)C(=O)c2cc(NS(C)(=O)=O)ccc2O[C@@H]1CN(C)C(=O)Nc1ccc(C(F)(F)F)cc1	-18	4
CCOC(=O)N(C)C[C@@H]1OCc2cn(nn2)CCCC(=O)N([C@@H](C)CO)C[C@H]1C	-19	.
Additional entries follow.
SMILES	T cruzi intra	INS-1E rescue
C[C@@H]1CCCCO[C@@H](CN(C)Cc2ccc(C(=O)Nc3ccccc3N)cc2)[C@@H](C)CN([C@H](C)CO)C(=O)c2cc(NC(=O)CCC(F)(F)F)ccc2O1	25	-1
C[C@@H]1CCCCO[C@@H](CN(C)Cc2ccc(C(=O)O)cc2)[C@@H](C)CN([C@H](C)CO)C(=O)c2cc(NS(=O)(=O)c3ccc(F)cc3)ccc2O1	-39	5
C[C@@H]1CN([C@@H](C)CO)C(=O)c2cc(NS(=O)(=O)c3cn(C)cn3)ccc2O[C@@H]1CN(C)Cc1ccc(C(=O)Nc2ccccc2N)cc1	-3	-8
C[C@H]1CN([C@@H](C)CO)C(=O)Cc2cc(NC(=O)Nc3ccc(C(F)(F)F)cc3)ccc2O[C@@H]1CN(C)S(=O)(=O)c1ccc(Cl)cc1	-15	-4
C[C@H]1CN([C@@H](C)CO)C(=O)c2cc(NC(=O)Cc3cn(C)c4ccccc34)ccc2O[C@@H]1CN(C)C(=O)Nc1ccc(F)cc1	-16	14
C[C@@H]1CN([C@H](C)CO)C(=O)Cc2cc(NC(=O)Nc3cccc4ccccc34)ccc2O[C@@H]1CN(C)C(=O)Nc1ccc(C(F)(F)F)cc1	26	-6
C[C@@H]1CN([C@@H](C)CO)C(=O)c2cccc(NS(=O)(=O)c3ccccc3)c2O[C@H]1CN(C)Cc1ccccc1	-21	1
COc1ccc(NC(=O)Nc2cccc3c2O[C@@H](CN(C)Cc2ccccc2)[C@H](C)CN([C@@H](C)CO)C3=O)cc1	11	-3
C[C@@H]1CCCCO[C@@H](CN(C)S(=O)(=O)c2ccc(F)cc2)[C@@H](C)CN([C@H](C)CO)C(=O)c2cc(NC(=O)Cc3ccccc3)ccc2O1	7	-1
C[C@@H]1CN([C@H](C)CO)C(=O)Cc2cc(NC(=O)Nc3ccccc3)ccc2O[C@@H]1CN(C)C(=O)Nc1ccc2c(c1)OCO2	-2	8
C[C@@H]1CCCCO[C@@H](CN(C)C)[C@@H](C)CN([C@H](C)CO)C(=O)c2cc(NS(=O)(=O)c3cn(C)cn3)ccc2O1	-49	7
CNC[C@@H]1Oc2ccc(NC(=O)CCN3CCOCC3)cc2C(=O)N([C@@H](C)CO)C[C@H]1C	-13	1
C[C@@H]1CN([C@@H](C)CO)C(=O)c2cccc(NC(=O)Nc3ccc(C(F)(F)F)cc3)c2O[C@@H]1CN(C)S(=O)(=O)c1ccc(F)cc1	72*	-70
C[C@H](CO)N1C[C@H](C)[C@H](CN(C)S(C)(=O)=O)Oc2ncc(Br)cc2C1=O	-23	3
C[C@@H]1CN([C@@H](C)CO)C(=O)c2cc(NC(=O)Nc3ccc4c(c3)OCO4)ccc2O[C@H]1CN(C)Cc1ccc(-c2ccccc2)cc1	9	-68
CC(C)NC(=O)Nc1ccc2c(c1)CC(=O)N([C@H](C)CO)C[C@H](C)[C@H](CN(C)S(=O)(=O)c1ccc(Cl)cc1)O2	-5	1
Cc1ccc(S(=O)(=O)N(C)C[C@@H]2Oc3ccc(NC(=O)Nc4ccc(C(F)(F)F)cc4)cc3CC(=O)N([C@H](C)CO)C[C@H]2C)cc1	.	-6
C[C@@H]1CN([C@H](C)CO)C(=O)c2cc(NC(=O)Nc3ccc(F)cc3)ccc2O[C@@H]1CN(C)C	-9	12
C[C@H]1CN([C@@H](C)CO)C(=O)c2cc(NC(=O)CCC(F)(F)F)ccc2O[C@@H]1CN(C)S(=O)(=O)c1ccc(Cl)cc1	-8	?
C[C@H]1CN([C@@H](C)CO)C(=O)c2cccc(NS(C)(=O)=O)c2O[C@H]1CN(C)C(=O)Nc1cccc2ccccc12	-13	5
C[C@H]1CN([C@@H](C)CO)C(=O)c2cc(NC(=O)CCN3CCOCC3)ccc2O[C@@H]1CN(C)C(=O)Nc1ccc2c(c1)OCO2	-6	.
Cc1ccc(S(=O)(=O)Nc2ccc3c(c2)CC(=O)N([C@@H](C)CO)C[C@@H](C)[C@@H](CN(C)S(=O)(=O)c2ccccc2)O3)cc1	52	4
C[C@H]1CN([C@@H](C)CO)C(=O)c2cc(NC(=O)Nc3cccc4ccccc34)ccc2O[C@@H]1CN(C)S(=O)(=O)c1ccc(Cl)cc1	16	-23
COc1ccc(NC(=O)N(C)C[C@@H]2Oc3c(NS(=O)(=O)c4ccc(C)cc4)cccc3C(=O)N([C@H](C)CO)C[C@H]2C)cc1	-7	6
COc1ccc(NC(=O)Nc2ccc3c(c2)CC(=O)N([C@H](C)CO)C[C@H](C)[C@H](CN(C)S(=O)(=O)c2cccs2)O3)cc1	-25	0

Of the compounds above, 2 contain two or more sulfur atoms:
SMILES	T cruzi intra	INS-1E rescue
Cc1ccc(S(=O)(=O)Nc2ccc3c(c2)CC(=O)N([C@@H](C)CO)C[C@@H](C)[C@@H](CN(C)S(=O)(=O)c2ccccc2)O3)cc1	52	4
COc1ccc(NC(=O)Nc2ccc3c(c2)CC(=O)N([C@H](C)CO)C[C@H](C)[C@H](CN(C)S(=O)(=O)c2cccs2)O3)cc1	-25	0

Some of the entries above in a different format.
Screens in order – T cruzi intra, INS-1E rescue
C[C@H]1CN([C@@H](C)CO)C(=O)Cc2cc(NC(=O)Nc3ccc4c(c3)OCO4)ccc2O[C@H]1CN(C)Cc1ccc(Cl)c(Cl)c1
    63*, -6
COc1ccc(S(=O)(=O)N(C)C[C@@H]2Oc3ccc(NC(=O)Cc4ccccc4)cc3CC(=O)N([C@@H](C)CO)C[C@@H]2C)cc1
    12, -6

(next part)
SMILES	T cruzi intra	INS-1E rescue
Cn1cc(/C=N/NC(=O)CCCCCCC(=O)Nc2ccccc2O)c2ccccc21	17	9
C[C@H]1CN([C@@H](C)CO)C(=O)c2cc(NC(=O)Cc3ccccc3)ccc2O[C@@H]1CN(C)Cc1ccc(C(F)(F)F)cc1	35	.
C[C@H](CO)N1C[C@H](C)[C@@H](CN(C)Cc2ccncc2)Oc2ccc(NC(=O)Cc3ccccc3)cc2C1=O	7	6
COc1ccc(NC(=O)Nc2cccc3c2O[C@@H](CN(C)S(=O)(=O)c2ccc(Cl)cc2)[C@H](C)CN([C@H](C)CO)C3=O)cc1	22	-7
COc1ccc(S(=O)(=O)N(C)C[C@H]2Oc3c(NS(=O)(=O)c4cn(C)cn4)cccc3C(=O)N([C@@H](C)CO)C[C@@H]2C)cc1	-21	-3
C[C@@H]1CN([C@H](C)CO)C(=O)Cc2cc(NC(=O)c3ccncc3)ccc2O[C@H]1CN(C)S(=O)(=O)c1ccc(F)cc1	-16	14
Cc1noc(C)c1NC(=O)Nc1ccc2c(c1)C(=O)N([C@@H](C)CO)C[C@H](C)[C@H](CN(C)C(=O)NC1CCCCC1)O2	-7	10
C[C@@H]1CN([C@H](C)CO)C(=O)c2cc(NS(C)(=O)=O)ccc2O[C@H]1CN(C)S(=O)(=O)c1cn(C)cn1	-5	2
C[C@@H]1CN([C@H](C)CO)C(=O)c2cccc(NC(=O)c3ccc(-c4nccs4)cc3)c2O[C@@H]1CN(C)Cc1ccc(C(=O)Nc2ccccc2N)cc1	81*	?
Cc1noc(C)c1NC(=O)N(C)C[C@@H]1OCc2cnnn2CCCC(=O)N([C@H](C)CO)C[C@@H]1C	-8	.
C[C@H]1CN([C@@H](C)CO)C(=O)c2cccc(NC(=O)c3cnccn3)c2O[C@@H]1CN(C)C(=O)Nc1ccc2c(c1)OCO2	-14	3
C[C@@H]1CN([C@H](C)CO)C(=O)CCCn2nncc2CO[C@H]1CN(C)S(=O)(=O)c1ccccc1	1	.
C[C@H]1CN([C@@H](C)CO)C(=O)Cc2cc(NC(=O)C3CCCCC3)ccc2O[C@H]1CN(C)Cc1ccncc1	-12	-4
C[C@H](CO)N1C[C@H](C)[C@H](CN(C)C(=O)NC2CCCCC2)OCc2cnnn2CCCC1=O	4	.
C[C@H](CO)N1C[C@H](C)[C@@H](CN(C)S(=O)(=O)c2cn(C)cn2)Oc2c(NC(=O)Nc3ccccc3)cccc2C1=O	-14	-3
C[C@@H]1CN([C@H](C)CO)C(=O)c2cc(NC(=O)c3ccncc3)ccc2O[C@H]1CN(C)S(=O)(=O)c1ccc(Cl)cc1	2	-1
C[C@@H]1CN([C@@H](C)CO)C(=O)Cc2cc(NC(=O)Cc3cn(C)c4ccccc34)ccc2O[C@@H]1CN(C)C(=O)NC1CCCCC1	-35	-3
COc1ccc(NC(=O)N(C)C[C@H]2Oc3ccc(NC(=O)NC4CCCCC4)cc3C(=O)N([C@H](C)CO)C[C@@H]2C)cc1	2	-4
C[C@H](CO)N1C[C@H](C)[C@H](CN(C)S(=O)(=O)c2ccc(F)cc2)Oc2ncc(-c3ccccc3)cc2C1=O	32	.

Full records, quoted from the list.
COc1ccc(S(=O)(=O)N(C)C[C@@H]2Oc3ccc(NC(=O)Cc4ccccc4)cc3CC(=O)N([C@@H](C)CO)C[C@@H]2C)cc1 is listed as T cruzi intra: 12; INS-1E rescue: -6
C[C@@H]1CN([C@@H](C)CO)C(=O)c2cc(NS(=O)(=O)c3cn(C)cn3)ccc2O[C@@H]1CN(C)Cc1ccc(C(=O)Nc2ccccc2N)cc1 is listed as T cruzi intra: -3; INS-1E rescue: -8
